mcGAS inh = inhibitors of mouse cGAS | Q8C6L5 | recombinant cGAS, Kinase-Glo ATP depletion luminescence | inhibition, % at 12.5 µM | hit rate 0.15% among 160,000;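 further: 0% = negative control wells and 100% = reference inhibitor with no enzyme activity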
NPYLR7 ag = mosquito NPYLR7 agonism; AID 1259423; hit rate 0.15% among 270,000; HEK293T NPYLR7/Galpha15, GCaMP6s calcium fluorescence; activation, % at 10 µM; in the data active means activation above about 40%;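 further: 0% = vehicle and 100% = reference agonist at the receptor; some compounds past the cut are filed as inactive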
hcGAS inh = blocks human cGAS activity; hit rate 0.081% among 290,000; recombinant h-cGAS, ATP depletion, Kinase-Glo luminescence; Q8N884; inhibition, % at 12.5 µM; AID 1259398;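 further: 0% = vehicle reaction and 100% = reaction without DNA for no activity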
Target sequence (Q8N884 whole entry, looked up): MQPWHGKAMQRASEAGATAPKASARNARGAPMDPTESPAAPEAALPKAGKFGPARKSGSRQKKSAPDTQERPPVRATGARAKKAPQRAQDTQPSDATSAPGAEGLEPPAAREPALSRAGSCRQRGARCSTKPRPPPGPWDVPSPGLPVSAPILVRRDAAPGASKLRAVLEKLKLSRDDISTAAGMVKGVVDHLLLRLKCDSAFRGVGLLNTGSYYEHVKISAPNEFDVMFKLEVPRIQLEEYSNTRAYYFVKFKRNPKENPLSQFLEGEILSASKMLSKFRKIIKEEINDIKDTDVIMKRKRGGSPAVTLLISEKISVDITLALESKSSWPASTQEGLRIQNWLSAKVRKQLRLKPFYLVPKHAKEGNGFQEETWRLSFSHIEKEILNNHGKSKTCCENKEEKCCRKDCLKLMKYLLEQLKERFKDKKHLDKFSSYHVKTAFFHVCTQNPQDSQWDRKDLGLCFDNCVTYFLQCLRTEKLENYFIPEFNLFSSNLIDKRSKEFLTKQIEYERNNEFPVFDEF
Starred values were filed as active, the others as inactive; x = not tested or not shown; & = joins results of further samples. Unless noted, no stated cut-off is given here; in the data, active means inhibition above about 40%; inactive means the rest. Compounds as they come. About 0.26% of those tested had a hit in this group.

SMILES | mcGAS inh | NPYLR7 ag | hcGAS inh
CCN(Cc1cccc(S(=O)(=O)N(C)C)c1)CC1CCOC1 (centres undefined) | x | 3.4 | -14.5
O=C1CC2(CCN(C(=O)c3ccc(N4CCCCC4)cc3)CC2)CN1 | -15.9 | 1.8 | -4.6
Cc1cc(C(=O)NCC(c2cccs2)N(C)C)c2c(C)nn(C)c2n1 (centres undefined) | x | 9.0 | -3.8
O=C(CSc1ccc(-c2ccc(-n3ccnc3)cc2)nn1)NCC1CCCO1 (centres undefined) | -5.7 | -7.8 | -2.5
Cc1nc2c(OCc3ccc(C(F)(F)F)cc3)cccn2c1N(C)Cc1cccs1 | -3.5 | 12.3 | -1.1
C[C@@H]1CC[C@H]2[C@@H](C)C(O)O[C@@H]3O[C@]4(C)CC[C@@H]1[C@]32OO4 (some centres undefined) | x | -3.2 | 1.1
COCc1c(Br)c(C)nc(OCC(=O)N/N=C\c2cccc([N+](=O)[O-])c2)c1C#N | -4.0 | -9.8 | -4.9
O=c1c(-c2cc(Cl)sc2Cl)nnc2c3ccccc3ncn12 | x | -2.5 | 8.1
COc1cccc(-c2nnc3ccc(OCCNC(=O)CC4CCCCC4)nn23)c1 | -10.1 | -10.5 | -3.2
COc1cccc(Cc2nsc(N(CCC(=O)N3CCN(c4ccccc4Cl)CC3)Cc3ccco3)n2)c1 | -4.9 | -3.2 | -6.7
c1ccc(Oc2cccc(C3c4cccn4CCCN3Cc3ccc4c(c3)OCCO4)c2)cc1 (centres undefined) | -5.0 | 11.0 | -7.6
CCCCC(=O)c1ccc(CCCC)[nH]c1=S | x | 16.7 | -6.2
CCn1nnc2c(N(C)C)ncnc21 | x | 11.6 | -8.5
COc1ccccc1C(=O)NNc1cc(=O)n(C)c(=O)n1C | -6.8 | 2.5 | -4.2
Cc1nn(CN2CCC(c3nnc4n3CCC4)CC2)c(=S)n1Cc1ccccc1 | x | 3.4 | -0.2
Cn1ccnc1CN(Cc1ccc(-c2ccccn2)cc1)C1CC1 | x | -3.5 | 1.6
COC(=O)c1ccc(N2C(=O)c3ccc(OC)c(OC)c3C2=O)cc1 | x | 4.1 | -9.1
CCC(C)N(Cc1ccc(OS(=O)(=O)c2ccc(NC(C)=O)cc2)cc1)C(=O)c1ccccc1Cl (centres undefined) | -4.5 | x | -2.5
Cc1cccc2ncnc(NCC3(c4ccccc4)CCOCC3)c12 | -13.7 | -0.5 | -5.2
COc1ccc2[nH]cc(C3CCN(C(=O)c4c(-c5c(F)cccc5Cl)noc4C)CC3)c2c1 | -3.8 | 13.8 | -5.1

Three compounds from above, limited to hcGAS inh and NPYLR7 ag.
SMILES,hcGAS inh,NPYLR7 ag
O=C1CC2(CCN(C(=O)c3ccc(N4CCCCC4)cc3)CC2)CN1,-4.6,1.8
Cc1cc(C(=O)NCC(c2cccs2)N(C)C)c2c(C)nn(C)c2n1 (centres undefined),-3.8,9.0
O=C(CSc1ccc(-c2ccc(-n3ccnc3)cc2)nn1)NCC1CCCO1 (centres undefined),-2.5,-7.8

The listing continues.
SMILES | mcGAS inh | NPYLR7 ag | hcGAS inh
CC(NC(=O)N1CCOC(c2ccccc2Cl)C1)c1ccccn1 (centres undefined) | -6.0 | 7.7 | -4.2
COc1ccc(S(=O)(=O)Nc2ccc3c(c2)CCC(=O)N3CC(C)C)c(OC)c1 | x | 10.1 | -4.3
CC(C)Cc1ncc2c(n1)CN(C(=O)c1ccc(Cn3cnnn3)cc1)C2 | x | -2.2 | -4.7
O=C(NCc1ccco1)c1ccc(CSc2nnc(-c3ccncc3)n2-c2cccc(C(F)(F)F)c2)cc1 | -4.2 | -5.6 | -5.6
COCCn1cc(NC(=O)N2CCCC(C)C2)c2ccccc21 (centres undefined) | x | -2.8 | -3.3
CC(NC(=O)CCN(Cc1ccccc1)c1nc(C2CC2)nc2ccccc12)c1ccccc1 (centres undefined) | 0.8 | -3.0 | 4.2
CC(C)(C)CC(C)(C)Nc1c(-c2ccccc2)nc2ccc(Cl)cn12 | -8.6 | 3.7 | -5.5
COC(=O)c1sccc1NC(=O)C1CC=CCC1C(=O)O (centres undefined) | x | 2.1 | -8.7
CCOc1ccccc1-n1c(-c2ccccc2)cc(C(=O)N2CCCC2)c1C | -3.8 | 10.6 | -6.0
CCOC(=O)Cc1cc([N+](=O)[O-])c(N)c([N+](=O)[O-])c1 | x | 11.7 | -5.0
Cc1ccc(-c2nc(C=Nc3cccc(Cl)c3)c(O)o2)cc1 | -4.3 | -0.5 | -2.9
CNC(=O)C1CCCCN1C(=O)CCNC(=O)C1CCCC1 (centres undefined) | x | 2.5 | -8.7
CCC(CC)C(=O)N(C)c1c(C)nc2ccc(C(=O)Nc3cccc(OC)c3)cn12 | -2.4 | 11.9 | -5.8
CC(=O)Nc1ccc(S(=O)(=O)NC2CCCCC2)cc1 | -3.9 | 15.0 | -17.6
COc1cccc(-c2nccn2-c2cccc(C(C)=O)c2)c1OC | x | -1.0 | -5.8
Cn1ccnc1SCc1cc(=O)c(OC(=O)c2ccc(F)cc2)co1 | 1.6 | -8.5 | -0.3
CC(C)c1ncc(C(=O)N2CCN(C)C3(CCN(C)CC3)C2)c(=O)[nH]1 | x | 10.6 | -2.0
COc1ccc(CC(=O)N2CCCC2(C)C(=O)NCC(C)C)cc1 (centres undefined) | -8.4 | 4.8 | -11.3
CC(C)Oc1nc(-c2cccs2)n(-c2cccc(NC(=O)c3cccs3)c2)n1 | -9.0 | x | -3.9
CCc1nc2n(n1)C(=O)C(C(c1ccc(C(F)(F)F)cc1)N1CCC3(CC1)OCCO3)S2 (centres undefined) | -0.8 | -3.4 | -3.1
Cc1cc(C)c2oc(-c3ccc(NC(=O)c4ccc([N+](=O)[O-])c(C)c4)cc3)nc2c1 | 1.2 | -20.1 | 4.6
COc1cccc(Cc2nsc(Oc3ccc(CC(=O)NCc4ccc5c(c4)OCO5)cc3)n2)c1 | 0.9 | -14.2 | 2.4
COc1ccc(-n2nc(-c3ccccc3)c3c2N(CC(=O)NCc2cccnc2)C(=O)CSC3c2cccc(F)c2)cc1 (centres undefined) | -3.8 | 6.8 | -5.0
COc1cccc(OC)c1C(=O)NC(C)C(=O)Nc1nnc(-c2cccc(C)c2)s1 (centres undefined) | -5.3 | 31.8 | -7.1
Cc1cc(C)cc(-c2nc3ccccn3c2NC(=O)/C=C/c2ccccc2)c1 | -8.5 | -12.2 | -8.2
Cc1ccc(C=CC(=O)OCC(=O)c2cc(C)n(Cc3ccco3)c2C)o1 | -9.3 | 5.8 | -6.8
O=C(Nc1ccc(N2CCN(C(=O)CCCOc3ccccc3)CC2)nc1)c1ccco1 | -4.7 | 2.3 | -5.1
Cc1ccccc1OCC(=O)Nc1nnc(SCc2ccccc2F)s1 | -4.3 | -2.7 | -1.5
O=C1c2cccc3cccc(c23)N1CC(O)c1ccccc1C(F)(F)F (centres undefined) | x | 4.9 | -4.7
Cc1cc(C(=O)Nc2nnc(-c3ccno3)o2)n(C)n1 | -1.5 | 6.8 | -3.9
Cn1c(=O)c2nc(N3CCOCC3)n(CC(=O)c3ccccc3)c2n(C)c1=O | x | 15.6 | -4.4
O=C1NCC(=O)N2CCN(Cc3ccc(Cl)s3)CC12 (centres undefined) | x | 12.9 | -7.0
O=C(CSc1nc(=O)n(CCCO)c2c1CCCC2)Nc1ccc2c(c1)OCCO2 | 1.9 | -10.1 | -1.5
Cc1cccc(CN2CCCC(C(=O)Nc3cccc(-c4cc5ccccc5[nH]4)c3)C2)n1 (centres undefined) | x | -7.6 | -2.5
OC(Cn1cncn1)(Cn1cncn1)c1ccc(F)cc1F | x | 5.4&-0.8 | -4.0&-8.7
COCCCNC(=O)c1cc(NC(=O)c2ccc(-c3ccccc3)cc2)ccc1N1CCc2ccccc2C1 | -6.3 | -4.4 | -14.7
CCc1[nH]n(-c2ccc(Cl)c(Cl)c2)c(=O)c1C1=C(N(CC)CC)C(=O)N(c2ccc(C)cc2)C1=O | 2.9 | -15.3 | 6.0
CCCCCN(CC(=O)N1CCc2sccc2C1c1ccccc1C)S(=O)(=O)c1ccc([N+](=O)[O-])cc1 (centres undefined) | -4.4 | 25.3 | -3.8
CCc1nnc(CN2CCCN(Cc3ccc(F)cc3)C(C(C)C)C2)o1 (centres undefined) | -13.4 | x | -9.2
NS(=O)(=O)c1ccc2c(c1)CCN2Cc1cc(F)cc2c1OCOC2 | -7.6 | -3.7 | -3.6
O=C(c1cc2sccc2[nH]1)N1CCC(Cn2cc(CCO)nn2)CC1 | -15.2 | 10.9 | -3.7
CCCCCSc1nnc2[nH]c(=O)cc(N)n12 | x | 4.6 | -7.7
O=C(Nc1ccc2[nH]cc(CCN3CCN(c4cccc(C(F)(F)F)c4)CC3)c2c1)C1(c2ccc(Cl)cc2)CCCC1 | 1.3 | 0.9 | 1.2
CCOc1ccc(CC2SC(=Nc3ccccn3)NC2=O)cc1 (centres undefined) | -8.2 | 6.9 | -2.4
COc1cccc(-n2c(=O)[nH]c3c(C(N)=O)ncnc32)c1 | x | 12.6 | -11.6
O=C(NCc1nnc(SCc2ccccc2)o1)c1c(F)cccc1F | x | -5.8 | 3.1
CN(CC1CC1)S(=O)(=O)c1ccc(S(=O)(=O)C(F)F)cc1 | -16.2 | 4.5 | -8.0
COc1cccc(C(C2Sc3nc(C)nn3C2=O)N2CC(C)CC(C)C2)c1 (centres undefined) | x | 16.5 | 1.8
CCCCCN(Cc1nc(C(=O)OC)cs1)C(=O)c1cc(C(F)(F)F)cc(C(F)(F)F)c1 | -4.8 | 22.6 | -1.3
Cc1nc([C@H](C)O)n(-c2cc(Cl)ccc2Cl)n1 | x | 2.0 | -2.7
CN(C)CCC1CCN(C(=O)c2cc3ccccc3c(=O)[nH]2)CC1 | -6.4 | 1.4 | -9.7
CCc1cccc2c(C(CC(=O)NCCN(C)C)c3ccccc3C(F)(F)F)c[nH]c12 (centres undefined) | -7.7 | 5.6 | -5.4
CCOC(=O)c1cc(-c2cccc(NC(=O)c3ccc(Cl)nc3)c2)n(-c2ccccc2C)n1 | -8.2 | 21.5 | -6.9
Clc1ccc(C=NNc2ccc(-n3ccnc3)nn2)cc1 | x | 6.4 | -3.4
COc1cc2nc(-c3ccc(C)o3)cc(C(=O)NC3CCc4ccccc43)c2cc1OC (centres undefined) | -5.4 | 1.1 | -4.1
COCCNCC(=O)N(CCc1ccc(OC)c(OC)c1)Cc1cccs1 | 0.2 | -7.5 | 1.9
CSc1ccc(Cn2c(C)c(C(=O)NCc3cccc([N+](=O)[O-])c3)sc2=O)cc1 | x | -7.3 | -3.5
CNC(=O)c1ccc(CNCC(=O)NC(C)c2ccc(C)cc2)o1 (centres undefined) | -1.9 | -3.5 | -2.1
Cc1cccc(CNCCC(=O)Nc2ccc(C(N)=O)cc2)c1C | x | 7.5 | -4.8
Cc1nc(CN(C)C(=O)c2cccc(NCc3ccccn3)c2C)cs1 | x | 12.2 | -7.0

Fetched by compound from the entries so far, 4 records:
SMILES | mcGAS inh | NPYLR7 ag | hcGAS inh
CN(CC1CC1)S(=O)(=O)c1ccc(S(=O)(=O)C(F)F)cc1 | -16.2 | 4.5 | -8.0
CNC(=O)c1ccc(CNCC(=O)NC(C)c2ccc(C)cc2)o1 (centres undefined) | -1.9 | -3.5 | -2.1
COCCNCC(=O)N(CCc1ccc(OC)c(OC)c1)Cc1cccs1 | 0.2 | -7.5 | 1.9
Cc1nc([C@H](C)O)n(-c2cc(Cl)ccc2Cl)n1 | x | 2.0 | -2.7

Other structures follow:
SMILES | mcGAS inh | NPYLR7 ag | hcGAS inh
C/C(=N\NC(=O)c1cc(C(C)C)[nH]n1)c1cccc2ccccc12 | -7.2 | 3.0 | -5.3
COc1ccc(Cc2nc3c(c(=O)[nH]2)CN(C(=O)Nc2ccc(Cl)cc2Cl)CC3)cc1 | -5.7 | x | -12.3
C=C(C)Cn1c(N2CCN(CC(=O)OCC)CC2)nc2c1c(=O)[nH]c(=O)n2C | x | -0.4 | -4.6
CCC1SC2=NC(C)=C(C(=O)OC)C(c3cc(Br)ccc3OC)N2C1=O (centres undefined) | x | 1.5 | -2.6
O=C(NCCCc1ccccc1)c1ccc(Br)s1 | x | -8.7 | 0.6
CCc1nc(N(CCC(=O)N2CCN(c3ccccc3F)CC2)Cc2ccccc2)c2ccccc2n1 | -8.7 | 20.8 | -3.8
CN(C)CCCn1ccc2nc(N3CCN(c4ccccc4)CC3)ncc2c1=O | x | 3.9 | -5.8
Cc1c(C(=O)NCc2cccs2)sc(=O)n1Cc1ccc(OC(F)(F)F)cc1 | x | 1.6 | -6.4
CCOC(=O)c1c(NC(=O)CCCCC(=O)OC)c(-c2cccc(F)c2)cn1C | -5.0 | 15.6 | -5.9
O=C(NC1(c2ccc(F)cc2)CCC1)c1cc(Cl)c2c(c1)OCO2 | x | -12.5 | -9.2
CCCCC(C(=O)Nc1cc(C)on1)N1CCCC1Cn1cncn1 (centres undefined) | x | -0.5 | -11.4
COc1cc(C(=O)N(CCCN2C(=O)c3cccc4cccc(c34)C2=O)c2ccc(C)cc2)cc(OC)c1OC | x | -1.4 | 1.2
CCN(C(=O)C(C)Oc1ccc(C)cc1)C(C)CS(=O)(=O)CC (centres undefined) | x | -1.7 | -0.9
COC(=O)C1=C(O)/C(=C\c2ccccn2)SC1=Nc1ccccc1F | -1.7 | -4.8 | -3.9
O=C(CCc1ccco1)Nc1ccc(Cl)cc1Cl | x | 0.1 | -17.0
COc1ccc(S(=O)(=O)N2CCCC(C)C2)cc1N1CCN(C(=O)C(OC(C)=O)c2ccccc2)CC1 (centres undefined) | -7.6 | 15.2 | -7.3
CCCCc1ccc(NC(=O)c2cc(=O)c(OC)c[nH]2)cc1 | x | 4.6 | -12.5
Cc1cccn2c(NC3CCCCC3)c(/C=C/c3ccccc3)nc12 | -2.6 | x | -3.0
O=C(c1n[nH]c2c1CCC2)N1C[C@@H]2[C@H](C1)[C@H]1CC[C@@H]2O1 | -14.1 | x | -10.0

Assay outcomes from PubChem BioAssay.
